14-3-3g Raf: 14-3-3 gamma protein interaction modulation | FP, 14-3-3gamma / TMR-pS259-Raf peptide binding | actives 0.19% (n = 160,000) | P61981 | inhibition, % at 40 µM; in the data active = inhibition above about 30%;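 note: 0% = protein plus tracer without compound and 100% = blank with tracer alone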
Target sequence (P61981 whole entry, looked up): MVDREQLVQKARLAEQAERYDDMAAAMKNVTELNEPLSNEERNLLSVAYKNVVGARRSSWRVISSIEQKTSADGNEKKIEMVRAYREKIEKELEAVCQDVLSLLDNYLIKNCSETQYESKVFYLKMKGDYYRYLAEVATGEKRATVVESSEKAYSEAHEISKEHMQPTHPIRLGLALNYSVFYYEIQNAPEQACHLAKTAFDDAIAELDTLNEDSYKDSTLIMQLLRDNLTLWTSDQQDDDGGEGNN
* hit, by the source's call; & = joins results of further samples. This is a subset. The share of hits here may be higher or lower than overall.

What do the screens show for `COc1ccc(S(=O)(=O)N(CC(=O)NC2CC3CCC2C3)c2ccc(C)cc2)cc1OC` (stereo unspecified)?
14-3-3g Raf: 0

How did O=[N+]([O-])c1cccc(NC2OCC(O)C(O)C2O)c1 (stereo unspecified) do in these assays?
14-3-3g Raf: 2

How did O=C(CSc1ncccc1C(=O)O)Nc1ccccc1Cl do in these assays?
14-3-3g Raf: -1

How did Cc1ccccc1CS(=O)(=O)CCC(=O)NCc1ccc(F)cc1 do in these assays?
14-3-3g Raf: 0

What do the screens show for `COc1ccc(NC(=O)c2sc(SCC(=O)Nc3nccs3)nc2N)cc1`?
14-3-3g Raf: -20

What do the screens show for `O=C(CSc1ncc(-c2ccccc2)[nH]1)c1ccccc1`?
14-3-3g Raf: 11

What do the screens show for `COC(=O)C1=C(C)Nc2ncnn2C1c1cc(OC)c(OC)c(OC)c1` (stereo unspecified)?
14-3-3g Raf: -6

What do the screens show for `COC(=O)C1=C(C)N=C2SCCC(=O)N2C1c1cccc(OC(C)=O)c1` (stereo unspecified)?
14-3-3g Raf: -10

Results for O=C(CCn1c(=O)c2ccccc2n(Cc2ccc(Cl)cc2)c1=O)NCCc1ccccc1 ?
14-3-3g Raf: -1

How did O=C(NCCN1CCOCC1)c1cc(-c2ccccc2)on1 do in these assays?
14-3-3g Raf: 7

Results for CCSc1nc(N2CCOCC2)c2c(c1C#N)CCCC2 ?
14-3-3g Raf: -9

Results for O=C(CCS(=O)(=O)c1cccc2nonc12)Nc1cccc(Cl)c1 ?
14-3-3g Raf: 1

What do the screens show for `CCN(CC)c1ccc(C=NS(=O)(=O)c2ccc(C)cc2)cc1`?
14-3-3g Raf: -47

Results for CCCn1c(NC(C)c2cc(Cl)ccc2O)nc2ccccc21 (stereo unspecified) ?
14-3-3g Raf: -14

How did CCOC(=O)c1ccc(NC(=O)C2CCCCC2C(=O)O)cc1 (stereo unspecified) do in these assays?
14-3-3g Raf: -2

Results for CCOC(=O)c1cnc2c(C)cccc2c1Nc1ccccc1OC ?
14-3-3g Raf: -8

How did Cc1cc(N2CCCCC2)nc(SCC(=O)c2ccccc2)n1 do in these assays?
14-3-3g Raf: -5

Results for CSC1=NCCN1C(=O)c1ccc(F)cc1 ?
14-3-3g Raf: -2

How did O=C(Nc1cccc(Cl)c1)c1cc2cc3ccc(Cl)cc3nc2o1 do in these assays?
14-3-3g Raf: 8

What do the screens show for `CCOC(=O)C1C(=O)CC(C)(O)C(C(=O)OCC)C1c1ccccc1OC` (stereo unspecified)?
14-3-3g Raf: 9

What do the screens show for `O=C1C(=O)N(CCN2CCOCC2)C(c2ccccn2)/C1=C(/O)c1ccc(Cl)cc1` (stereo unspecified)?
14-3-3g Raf: -11

What do the screens show for `CC(C)(C)C1CCc2c(sc(NC(=O)c3ccc(Cl)cc3)c2C(=O)N2CCC(C(N)=O)CC2)C1` (stereo unspecified)?
14-3-3g Raf: -1

What do the screens show for `C=CCOC(=O)C1=C(C)NC2=C(C(=O)CC(C)(C)C2)C1c1ccc(OC)c(OC)c1` (stereo unspecified)?
14-3-3g Raf: -24

How did Cc1c(C(=O)N2CCCC2)sc2ncn(Cc3ccccc3F)c(=O)c12 do in these assays?
14-3-3g Raf: -20

How did CC1CCN(S(=O)(=O)c2cccc(C(=O)Nc3ccccc3C(=O)N3CCOCC3)c2)CC1 do in these assays?
14-3-3g Raf: -10

How did CCCCSCCC(=O)OCC do in these assays?
14-3-3g Raf: -6

How did Cc1nc2sccn2c1-c1csc(NCc2ccccc2)n1 do in these assays?
14-3-3g Raf: -4

How did CCOC(=O)C(C)Oc1ccc2c(=O)c(Oc3cc(C)c(Cl)c(C)c3)coc2c1 (stereo unspecified) do in these assays?
14-3-3g Raf: -237

Results for COc1ccc(OC)c(NC(=O)c2ccc3c(=O)n(Cc4ccccc4)c(=S)[nH]c3c2)c1 ?
14-3-3g Raf: 5

Results for O=C(CSc1nc2c(cnn2-c2ccc(F)cc2)c(=O)[nH]1)Nc1cc(C(F)(F)F)ccc1Cl ?
14-3-3g Raf: -13

What do the screens show for `COC(=O)c1ccc(C2C3=C(CCCC3=O)Nc3ccc4nc(C)ccc4c32)cc1` (stereo unspecified)?
14-3-3g Raf: 1

How did Cc1ccc(C)c(NC(=O)c2ccc(S(=O)(=O)N3CC(C)CC(C)C3)cc2)c1 (stereo unspecified) do in these assays?
14-3-3g Raf: -6

What do the screens show for `CC1=C(C(=O)OCCOc2ccccc2)C(c2ccc(O)cc2)C2=C(CC(c3ccc(Cl)cc3)CC2=O)N1` (stereo unspecified)?
14-3-3g Raf: -4

What do the screens show for `CCOC(=O)c1c(NC(=O)CSc2nc(C)nc3sc4c(c23)CCC4)sc2c1CCCC2`?
14-3-3g Raf: 3

How did O=C(O)c1ccc(NC(=O)c2ccc([N+](=O)[O-])cc2)cc1 do in these assays?
14-3-3g Raf: -2

How did O=C(O)CCCC(=O)Nc1cccc(-c2nc3ccccc3[nH]2)c1 do in these assays?
14-3-3g Raf: -1

Results for CC(C)(C)NC(=O)c1ccc(COCC(F)(F)F)o1 ?
14-3-3g Raf: -1

What do the screens show for `O=C(Cc1ccccc1)NCc1n[nH]c(=S)n1-c1ccccc1`?
14-3-3g Raf: -4

How did COC(=O)c1cnn(-c2ccc(C)c(C)c2)c1-n1cccc1 do in these assays?
14-3-3g Raf: -17

Results for CC(C)CCC(C(=O)O)C(C)CC(=O)NC1CCCCC1 (stereo unspecified) ?
14-3-3g Raf: -4

What do the screens show for `Cc1ccc(OC(=O)c2ccccc2)c(-n2nc3ccccc3n2)c1`?
14-3-3g Raf: -1

Results for O=C(CCS(=O)(=O)c1ccc(Br)s1)Nc1cccc2c1CCCC2 ?
14-3-3g Raf: -12

What do the screens show for `O=C(Nc1ccc(-n2nncc2-c2ccc(Br)cc2)cc1)c1ccc2c(c1)OCO2`?
14-3-3g Raf: -66

What do the screens show for `Cc1cc(C)n(CCn2nc(C)cc2C)n1`?
14-3-3g Raf: -3

Results for C=CCOC(=O)C1=C(C)N=C2SCCC(=O)N2C1c1ccc(OCC)c(OCC)c1 (stereo unspecified) ?
14-3-3g Raf: -6

Part of the list above in order of heavy-atom count, lowest first.
How did COC(=O)c1cnn(-c2ccc(C)c(C)c2)c1-n1cccc1 do in these assays?
14-3-3g Raf: -17

What do the screens show for `O=C(Cc1ccccc1)NCc1n[nH]c(=S)n1-c1ccccc1`?
14-3-3g Raf: -4

What do the screens show for `O=C(Nc1ccc(-n2nncc2-c2ccc(Br)cc2)cc1)c1ccc2c(c1)OCO2`?
14-3-3g Raf: -66

What do the screens show for `CCOC(=O)c1c(NC(=O)CSc2nc(C)nc3sc4c(c23)CCC4)sc2c1CCCC2`?
14-3-3g Raf: 3

(listing goes on)
How did Cc1ccc2oc(-c3ccc(Cl)c(NC(=O)c4cccc(Cl)c4)c3)nc2c1 do in these assays?
14-3-3g Raf: -151

What do the screens show for `O=C(Nc1ccc2nn(-c3ccccc3)nc2c1)c1ccc(-c2cccc([N+](=O)[O-])c2)o1`?
14-3-3g Raf: -22

What do the screens show for `O=C(CN(Cc1ccco1)C(=O)Cn1nnc(-c2cccs2)n1)NCc1ccccc1`?
14-3-3g Raf: -5

What do the screens show for `O=C(NC1CCCCCC1)C1c2ccccc2C(=O)N1Cc1ccco1` (stereo unspecified)?
14-3-3g Raf: -10

What do the screens show for `COc1cccc(NC(=O)c2nn(-c3ccc(C)cc3)c(=O)c3c2c2ccccc2n3C)c1`?
14-3-3g Raf: -9

Results for COc1ccc(-c2csc(Nc3ccc(S(N)(=O)=O)cc3)n2)cc1C ?
14-3-3g Raf: -5

How did O=C(CSc1ccc2nnc(-c3cccc(F)c3)n2n1)NCC1CCCO1 (stereo unspecified) do in these assays?
14-3-3g Raf: -7

Results for Cc1nc2c(sc3nc4c(cc32)COC(C)(C)C4)c(=O)n1CCc1ccccc1 ?
14-3-3g Raf: -10

What do the screens show for `O=C1c2cccc([N+](=O)[O-])c2C(=O)N1c1cccc(C(F)(F)F)c1`?
14-3-3g Raf: -5

How did COc1cc2c(cc1OC)-c1cc(OCc3cccnc3)nc(=O)n1CC2 do in these assays?
14-3-3g Raf: -17

How did CCOC(=O)c1ccc(NC(=O)C2CCN(C(=O)c3ccccc3C)CC2)cc1 do in these assays?
14-3-3g Raf: 0

What do the screens show for `O=c1[nH]ccc2c(O)cccc12`?
14-3-3g Raf: -2

How did CCn1cnc2cc(NCc3ccc(OC)cc3)ccc21 do in these assays?
14-3-3g Raf: 1

What do the screens show for `CCOc1cccc(NC(=O)C2CC(=O)N(C)C(=Nc3cccc(OC)c3)S2)c1` (stereo unspecified)?
14-3-3g Raf: 4

Results for COc1ccc(C(=O)N2CC(=O)N(CCc3ccccc3)C(=O)C2)cc1OC ?
14-3-3g Raf: -9

How did Fc1ccc(C2=CC(c3ccc(Br)cc3)n3ncnc3N2)cc1 (stereo unspecified) do in these assays?
14-3-3g Raf: 3

Results for Cc1ccc(Cc2cncc(O)c2)cc1S(=O)(=O)O ?
14-3-3g Raf: -8

How did CCN(CC)S(=O)(=O)c1ccc(S(=O)(=O)Nc2ccc(C(=O)N3CCCC3)cc2)cc1 do in these assays?
14-3-3g Raf: -1

What do the screens show for `COC(=O)CSc1nnc(CNc2ccc(OC)cc2)n1C`?
14-3-3g Raf: -1

Results for Cc1ccc(C2Nc3cccc4cccc(c34)N2)s1 ?
14-3-3g Raf: -56

How did CC(C)(C)c1ccc(C(=O)NC2CCCCCCC2)cc1 do in these assays?
14-3-3g Raf: -1

Results for COc1cc(OC)cc(C(=O)N2CCN(C(=O)Cc3ccccc3)CC2)c1 ?
14-3-3g Raf: -3

Results for COc1ccc(OC)c(NC(=O)c2cc(-c3cc(Cl)ccc3O)n[nH]2)c1 ?
14-3-3g Raf: -4

How did Cc1ccc(-n2nc(C(=O)N3CCN(C)CC3)c3c4ccccc4n(C)c3c2=O)cc1 do in these assays?
14-3-3g Raf: -3

What do the screens show for `Cc1cc(-c2ccccc2)nc2cc(C(=O)Nc3cccc(O)c3)nn12`?
14-3-3g Raf: -17

Results for Nc1nnc(-c2ccc(F)cc2)s1 ?
14-3-3g Raf: -5

What do the screens show for `CC(=O)[C@H]1CC[C@H]2[C@@H]3CCC4=CC(=O)CC[C@]4(C)[C@H]3[C@H](O)C[C@]12C`?
14-3-3g Raf: 1

How did O=C1CSC(c2ccccc2F)N1c1ccc(Oc2ccccc2)cc1 (stereo unspecified) do in these assays?
14-3-3g Raf: -6

Results for CCCCC(=O)Nc1ccc(NC(=O)C(C)C)cn1 ?
14-3-3g Raf: -12

What do the screens show for `Cc1ccc(Cn2nc(C)c(NC(=O)c3cc(C)on3)c2C)cc1`?
14-3-3g Raf: -1

Next section (three carried over from the part before).
How did O=C1CSC(c2ccccc2F)N1c1ccc(Oc2ccccc2)cc1 (stereo unspecified) do in these assays?
14-3-3g Raf: -6

Results for CCCCC(=O)Nc1ccc(NC(=O)C(C)C)cn1 ?
14-3-3g Raf: -12

What do the screens show for `Cc1ccc(Cn2nc(C)c(NC(=O)c3cc(C)on3)c2C)cc1`?
14-3-3g Raf: -1

What do the screens show for `COc1ccc(C2C(C(=O)NCCc3ccc(OC)c(OC)c3)c3ccccc3C(=O)N2C)cc1` (stereo unspecified)?
14-3-3g Raf: -24

How did COc1ccc(CC(=O)OCC(=O)Nc2ncc(Cl)cc2Cl)cc1 do in these assays?
14-3-3g Raf: -24

Results for Cc1nc2c(C(=O)NCc3ccccc3Cl)c[nH]n2c(=O)c1Cc1ccccc1F ?
14-3-3g Raf: -2

What do the screens show for `Cc1cc(C)cc(N2C(=O)N(c3ccccc3C)C3CS(=O)(=O)CC32)c1` (stereo unspecified)?
14-3-3g Raf: -6

What do the screens show for `CCC(=O)NC(c1ccc(OC)c(OC)c1)c1ccc2cccnc2c1O` (stereo unspecified)?
14-3-3g Raf: 2

What do the screens show for `CCCCN1C[C@H](O)[C@@H](O)[C@H](O)[C@H]1CO`?
14-3-3g Raf: -2

Results for CCc1ccccc1NC(=O)CSc1nc2nc(C)c(Cc3ccccc3C)c(C)n2n1 ?
14-3-3g Raf: -16

Results for COc1cc(C(=O)Nc2ccc(Cl)c(-c3nc4ccccc4o3)c2)cc(OC)c1OC ?
14-3-3g Raf: -96

How did CN(C)c1ccc(N2C(=O)CC(Sc3ncccc3C(=O)O)C2=O)cc1 (stereo unspecified) do in these assays?
14-3-3g Raf: 7

What do the screens show for `COCCNc1nc2c(c(=O)[nH]c(=O)n2C)n1CCCc1ccccc1`?
14-3-3g Raf: 1

Results for CCc1c(O)nc(SCC(=O)NCc2ccco2)[nH]c1=O ?
14-3-3g Raf: -4&2

How did COc1ccccc1NC(=O)c1ccc(N2CC3CC(C2)c2cccc(=O)n2C3)c(NC(=O)c2cc3ccccc3oc2=O)c1 (stereo unspecified) do in these assays?
14-3-3g Raf: -14

How did CC1=C(C(=O)N2CCCCC2)C(c2ccc(Cl)cc2)C2=C(CCCC2=O)N1 (stereo unspecified) do in these assays?
14-3-3g Raf: -4

Results for Cc1ccc2c(c1)C(c1ccccc1)N(C(=O)COc1ccc(Cl)cc1)CC(=O)N2 (stereo unspecified) ?
14-3-3g Raf: -2

How did COc1ccc(-c2oc3ncn4nc(-c5cccs5)nc4c3c2-c2ccc(OC)cc2)cc1 do in these assays?
14-3-3g Raf: -3

A section of the results above, for reference:
How did CC1=C(C(=O)N2CCCCC2)C(c2ccc(Cl)cc2)C2=C(CCCC2=O)N1 (stereo unspecified) do in these assays?
14-3-3g Raf: -4

Results for Cc1ccc2c(c1)C(c1ccccc1)N(C(=O)COc1ccc(Cl)cc1)CC(=O)N2 (stereo unspecified) ?
14-3-3g Raf: -2

How did COc1ccc(-c2oc3ncn4nc(-c5cccs5)nc4c3c2-c2ccc(OC)cc2)cc1 do in these assays?
14-3-3g Raf: -3

Later entries:
How did COc1ccc(CCNC(=O)C2CCCN(c3nn4c(=O)cc(C)nc4s3)C2)cc1OC (stereo unspecified) do in these assays?
14-3-3g Raf: -7

Results for COc1ccc([N+](=O)[O-])cc1NCc1cc([N+](=O)[O-])ccc1O ?
14-3-3g Raf: 4

What do the screens show for `O=C(O)Cn1c(CC(=O)N2CCCC2)nc2ccccc21`?
14-3-3g Raf: 1

Results for CCS(=O)(=O)NCC(c1cccnc1)N1CCN(c2ccccc2F)CC1 (stereo unspecified) ?
14-3-3g Raf: -5

What do the screens show for `Cc1cc(C)c(NC(=O)CSc2nc3c([nH]c4ccccc43)c(=O)n2C)c(C)c1`?
14-3-3g Raf: -5

Results for CCC(=O)N1CCc2cc(S(=O)(=O)CCC(=O)N3CCN(c4ccc(F)cc4)CC3)ccc21 ?
14-3-3g Raf: -7
